VLA-4 inh: inhibition in human VLA-4 binding assay, primary screen, VLA-4 allosteric modulator project, MLPCN library, flow cytometry, VLA-4 expressing cells; Integrin alpha-4 (Homo sapiens), P13612; AID 2557, 2010; ligand binding flow cytometry; inhibition, % (about 7 µM as worked out from the volumes in the protocol); 330,000 tested, 0.2% active; in the data active means inhibition above about 50%
GRK2 inh: compounds blocking aptamer binding on GRK2 – biochemical, human GRK2, bead flow cytometry, HTS, primary screen; Beta-adrenergic receptor kinase 1 (Homo sapiens), P25098; FAM-aptamer displacement from GRK2; inhibition of aptamer binding, % at 10 µM; 330,000 tested, 0.59% active;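 active means inhibition of aptamer binding above 40%, roughly 3 SD of noise, on plates passing a quality check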;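 further: median bead fluorescence of bound FAM aptamer so fluorescent compounds give negative values; no value below 0 was filed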
Target sequence (P25098 whole entry, looked up): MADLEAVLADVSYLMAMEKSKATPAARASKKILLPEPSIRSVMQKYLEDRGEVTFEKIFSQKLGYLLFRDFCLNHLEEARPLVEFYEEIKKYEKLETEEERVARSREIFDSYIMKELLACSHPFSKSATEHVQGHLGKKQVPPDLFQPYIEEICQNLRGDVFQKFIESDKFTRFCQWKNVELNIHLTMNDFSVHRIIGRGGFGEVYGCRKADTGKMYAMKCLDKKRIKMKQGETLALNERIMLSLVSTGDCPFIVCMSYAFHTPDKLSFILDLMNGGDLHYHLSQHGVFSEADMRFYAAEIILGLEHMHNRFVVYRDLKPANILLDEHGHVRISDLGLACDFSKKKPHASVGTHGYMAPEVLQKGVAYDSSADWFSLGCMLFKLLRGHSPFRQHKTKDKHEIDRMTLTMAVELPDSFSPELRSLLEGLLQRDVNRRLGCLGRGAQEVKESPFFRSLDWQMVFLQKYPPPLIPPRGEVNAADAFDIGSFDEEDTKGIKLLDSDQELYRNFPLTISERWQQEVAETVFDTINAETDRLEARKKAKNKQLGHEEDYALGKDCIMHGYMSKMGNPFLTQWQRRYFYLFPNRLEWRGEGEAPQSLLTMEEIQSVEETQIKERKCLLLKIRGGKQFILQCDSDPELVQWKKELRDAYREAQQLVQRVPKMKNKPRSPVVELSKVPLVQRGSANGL
JMJD2C inh: inhibitors of GASC-1 histone demethylase, primary screen, biochemical, fluorescence, DELFIA europium | Lysine-specific demethylase 4C (Homo sapiens), Q9H3R0 | GST-JMJD2C(1-420) H3K9me3 demethylation | inhibition, % at 2.35 µM | 330,000 tested, 0.069% active;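 active means more than half of a compound's replicate wells show inhibition beyond 50%, single wells judged on their own value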;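 further: signal counts dimethyl H3K9 product captured on neutravidin plate; 0% = median of DMSO wells and 100% = 0.3 times that DMSO median; strong numbers were not always called active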
Target sequence (Q9H3R0 1-420 limits assumed): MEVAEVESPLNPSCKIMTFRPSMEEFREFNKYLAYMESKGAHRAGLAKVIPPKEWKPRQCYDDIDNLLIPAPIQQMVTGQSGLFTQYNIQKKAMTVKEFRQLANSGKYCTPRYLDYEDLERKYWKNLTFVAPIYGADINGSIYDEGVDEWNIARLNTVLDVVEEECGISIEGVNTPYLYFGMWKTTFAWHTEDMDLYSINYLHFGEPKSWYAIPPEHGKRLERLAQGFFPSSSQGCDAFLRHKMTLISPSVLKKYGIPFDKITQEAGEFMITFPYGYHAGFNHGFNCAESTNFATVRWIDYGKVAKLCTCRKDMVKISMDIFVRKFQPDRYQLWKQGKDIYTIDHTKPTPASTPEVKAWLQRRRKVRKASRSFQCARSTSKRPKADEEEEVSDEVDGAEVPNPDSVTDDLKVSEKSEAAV
AGP1 TOR yeast: modulators of AGP1-GFP expression in yeast TOR pathway, primary screen, cell-based, multiplex flow cytometry, S. cerevisiae, MLPCN library; GFP response vs DMSO, % at 10 µM; 320,000 tested, 0.02% active; 3 h; GFP as percent of DMSO wells;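 active means GFP response relative to DMSO above a set limit, near screen average plus 3 SD, cut at about 150% in these data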;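 further: median GFP channel fluorescence of the gated AGP1 strain per well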
RPL19A TOR yeast: RPL19A-GFP expression modulators in yeast, primary screen, cell-based, S. cerevisiae, multiplex flow cytometry, MLPCN. S. cerevisiae RPL19A-GFP strain, 3 h; hits give low values. percent response vs DMSO, % at 10 µM. 330,000 tested, 0.3% active;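 active means percent response vs DMSO below 50%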;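 further: median channel GFP fluorescence of the barcoded RPL19A-GFP strain; ratio of sample median GFP to plate DMSO average so 100% = DMSO; lower means less RPL19A-GFP as with rapamycin TOR inhibition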
MEP2-GFP yeast: modulators of MEP2-GFP levels in yeast, primary screen, S. cerevisiae, multiplex flow cytometry, MLPCN library; S. cerevisiae MEP2-GFP strain, 3 h; 100% = DMSO control level; GFP response vs DMSO, % at 10 µM; 330,000 tested, 0.51% active;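 active means GFP response versus DMSO above a set limit, roughly screen mean plus 3 SD, cut at about 180% in these data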;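 further: median GFP fluorescence of the barcode-gated MEP2-GFP cells per well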
LAP4 TOR yeast: modulators of LAP4-GFP expression in yeast, primary screen, S. cerevisiae, multiplex flow cytometry, MLPCN library | 3 h; median GFP as percent of DMSO wells | 320,000 tested, 0.34% active | GFP response vs DMSO, % at 10 µM | AID 2023, 2009;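 active means GFP response vs DMSO above a set limit, about the screen mean plus 3 SD, cut at about 150% in these data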
CIT2-GFP yeast: modulators of CIT2-GFP expression in yeast, primary screen, S. cerevisiae, GFP fusion, multiplex flow cytometry, MLPCN library. S. cerevisiae CIT2-GFP strain, 3 h; 100 means same as DMSO wells. 320,000 tested, 0.065% active. AID 2029, 2009. GFP response vs DMSO, % at 10 µM;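 active means GFP response relative to DMSO above a set limit, near the screen mean plus 3 SD, cut at about 150% in these data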;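 further: ratio of well median GFP fluorescence to mean of DMSO wells on the plate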
An asterisk follows results filed as active.

For Cc1ccc(NS(=O)(=O)c2cn(C)cn2)cc1 the results were VLA-4 inh 30, GRK2 inh 2, JMJD2C inh -2, AGP1 TOR yeast 103, RPL19A TOR yeast 97, MEP2-GFP yeast 87, LAP4 TOR yeast 95 and CIT2-GFP yeast 102.
Screening O=C(CCc1ccc(O)cc1)N/N=C/c1coc2ccccc2c1=O returned VLA-4 inh 30, GRK2 inh 4, JMJD2C inh 19, AGP1 TOR yeast 102, RPL19A TOR yeast 96, MEP2-GFP yeast 96, LAP4 TOR yeast 106 and CIT2-GFP yeast 95.
Screening COc1ccc(CC(=O)Nc2nc(-c3ccncc3)cs2)cc1 returned VLA-4 inh -16, GRK2 inh 0, JMJD2C inh -10, AGP1 TOR yeast 94, RPL19A TOR yeast 100, MEP2-GFP yeast 100, LAP4 TOR yeast 78 and CIT2-GFP yeast 100.
`S=c1[nH]ncn1NCc1ccc(Cl)cc1Cl` gave VLA-4 inh 4, GRK2 inh 0, JMJD2C inh -13, AGP1 TOR yeast 100, RPL19A TOR yeast 98, MEP2-GFP yeast 103, LAP4 TOR yeast 99 and CIT2-GFP yeast 95.
Screening Cc1ccc(N2CN(Cc3ccco3)CNC2=S)c(C)c1 returned VLA-4 inh 7, GRK2 inh 0, JMJD2C inh 5, AGP1 TOR yeast 98, RPL19A TOR yeast 99, MEP2-GFP yeast 97, LAP4 TOR yeast 98 and CIT2-GFP yeast 102.
Screening CC(OC(=O)c1ccc(Cl)c(S(=O)(=O)Nc2ccc(F)cc2)c1)C(=O)NC(N)=O (stereo unspecified) returned VLA-4 inh 9, GRK2 inh 1, JMJD2C inh 2, AGP1 TOR yeast 102, RPL19A TOR yeast 99, MEP2-GFP yeast 98, LAP4 TOR yeast 97 and CIT2-GFP yeast 97.
`NC(=S)N=Nc1c(O)[nH]c2ccccc12` gave VLA-4 inh 16, GRK2 inh 1, JMJD2C inh 1, AGP1 TOR yeast 97, RPL19A TOR yeast 100, MEP2-GFP yeast 152, LAP4 TOR yeast 102 and CIT2-GFP yeast 105.
For O=C(Nc1ccc(NC(=O)c2cccs2)cc1)c1cccs1 the results were VLA-4 inh 7, GRK2 inh 2, JMJD2C inh 31, AGP1 TOR yeast 101, RPL19A TOR yeast 103, MEP2-GFP yeast 99, LAP4 TOR yeast 99 and CIT2-GFP yeast 108.
Screening COc1ccc(C2NC(=S)NC3=C2N2CCC3CC2)cc1 (stereo unspecified) returned VLA-4 inh -4, GRK2 inh 2, JMJD2C inh 16, AGP1 TOR yeast 106, RPL19A TOR yeast 97, MEP2-GFP yeast 98, LAP4 TOR yeast 113 and CIT2-GFP yeast 96.
Screening CC1(C)NC(=O)N(CC(O)COc2ccccc2-c2ccccc2)C1=O (stereo unspecified) returned VLA-4 inh 8, GRK2 inh 0, JMJD2C inh -9, AGP1 TOR yeast 102, RPL19A TOR yeast 101, MEP2-GFP yeast 99 and LAP4 TOR yeast 89.
Screening CCOC(=O)CNC(=O)N1CCCC(CNS(=O)(=O)c2cccs2)C1 (stereo unspecified) returned VLA-4 inh -5, GRK2 inh 0, JMJD2C inh 6, AGP1 TOR yeast 81, RPL19A TOR yeast 103, MEP2-GFP yeast 65, LAP4 TOR yeast 98 and CIT2-GFP yeast 115.
O=C(COC(=O)c1nc(Cl)ccc1Cl)Nc1ncc(Cl)cc1Cl was read as VLA-4 inh 9, GRK2 inh 3, JMJD2C inh 2, AGP1 TOR yeast 103, RPL19A TOR yeast 93, MEP2-GFP yeast 91, LAP4 TOR yeast 102 and CIT2-GFP yeast 99.
COc1ccc(S(=O)(=O)C(C#N)c2nc3ccccc3nc2N2CCCCC2)cc1 (stereo unspecified) was read as VLA-4 inh -12, GRK2 inh 0, JMJD2C inh 34, AGP1 TOR yeast 92, RPL19A TOR yeast 97, MEP2-GFP yeast 96, LAP4 TOR yeast 87 and CIT2-GFP yeast 89.
`COc1cc(C(=O)ONC(=O)c2ccc(OC(F)F)cc2)cc(OC)c1OC` gave VLA-4 inh -6, GRK2 inh 3, JMJD2C inh -21, AGP1 TOR yeast 69, RPL19A TOR yeast 104, MEP2-GFP yeast 109, LAP4 TOR yeast 116 and CIT2-GFP yeast 99.
For O=C(CSc1n[nH]c(-c2cccs2)n1)N1CCCCC1 the results were VLA-4 inh 0, GRK2 inh 5, JMJD2C inh -9, AGP1 TOR yeast 109, RPL19A TOR yeast 95, MEP2-GFP yeast 99, LAP4 TOR yeast 112 and CIT2-GFP yeast 107.
`CCC(C(=O)NCCN1CCOCC1)n1c2ccccc2c2nc(=O)cc(C)n21` (stereo unspecified) gave VLA-4 inh 0, GRK2 inh 6, JMJD2C inh -5, AGP1 TOR yeast 119, RPL19A TOR yeast 111, MEP2-GFP yeast 105, LAP4 TOR yeast 123 and CIT2-GFP yeast 113.
Screening CC(C)(C)c1ccc(-n2ncc3c2CCCC3NC(=O)C2=NNC(=O)CC2)cc1 (stereo unspecified) returned VLA-4 inh 17, GRK2 inh 3, JMJD2C inh 3, AGP1 TOR yeast 102, RPL19A TOR yeast 103, MEP2-GFP yeast 105, LAP4 TOR yeast 106 and CIT2-GFP yeast 101.
`O=C(COc1ccc(Br)cc1)Nc1ccc(CN2CCOCC2)cc1` gave VLA-4 inh 0, GRK2 inh 0, JMJD2C inh 1, AGP1 TOR yeast 100, RPL19A TOR yeast 103, MEP2-GFP yeast 100, LAP4 TOR yeast 95 and CIT2-GFP yeast 104.
For O=C1/C(=C\c2ccc(Br)o2)SC(=Nc2ccccc2)N1c1ccccc1 the results were VLA-4 inh -3, GRK2 inh 0, JMJD2C inh 18, AGP1 TOR yeast 107, RPL19A TOR yeast 107, MEP2-GFP yeast 100, LAP4 TOR yeast 101 and CIT2-GFP yeast 106.
Cc1oc(C(=O)O)cc1COc1ccc2c3c(c(=O)oc2c1C)CCC3 was read as VLA-4 inh -11, GRK2 inh 73*, JMJD2C inh 2, AGP1 TOR yeast 100, RPL19A TOR yeast 99, MEP2-GFP yeast 102, LAP4 TOR yeast 103 and CIT2-GFP yeast 101.
For COc1ccc(-c2ccc3oc(-c4ccc(OC)cc4)c(C#CC4(O)CCCCC4)c3c2)cc1 the results were VLA-4 inh -13, GRK2 inh 1, JMJD2C inh 15, AGP1 TOR yeast 98, RPL19A TOR yeast 108, MEP2-GFP yeast 105, LAP4 TOR yeast 105 and CIT2-GFP yeast 94.
`O=C(CCN1CCOCC1)c1ccc(Cl)cc1` gave VLA-4 inh 14, GRK2 inh 0, JMJD2C inh 0, AGP1 TOR yeast 102, RPL19A TOR yeast 98, MEP2-GFP yeast 105, LAP4 TOR yeast 101 and CIT2-GFP yeast 106.
CC(C)n1cc(NC(=O)COc2ccccc2Cl)cn1 was read as VLA-4 inh -3, GRK2 inh 0, JMJD2C inh 7, AGP1 TOR yeast 108, RPL19A TOR yeast 104, MEP2-GFP yeast 107, LAP4 TOR yeast 108 and CIT2-GFP yeast 99.
`COC(=O)c1ccccc1NC(=O)CN1C(=O)NC2(CCCCCCC2)C1=O` gave VLA-4 inh 7, GRK2 inh 0, JMJD2C inh -6, AGP1 TOR yeast 97, RPL19A TOR yeast 101, MEP2-GFP yeast 97, LAP4 TOR yeast 102 and CIT2-GFP yeast 98.
For Cc1c(=O)n(OCc2ccccc2)c2ccccc2[n+]1[O-] the results were VLA-4 inh 10, GRK2 inh 0, JMJD2C inh -7, AGP1 TOR yeast 100, MEP2-GFP yeast 105, LAP4 TOR yeast 105 and CIT2-GFP yeast 103.
For Cn1c(=O)c2nc(Cl)c(-c3ccccc3)nc2n(C)c1=O the results were VLA-4 inh 0, GRK2 inh 3, JMJD2C inh -5, AGP1 TOR yeast 108, RPL19A TOR yeast 103, MEP2-GFP yeast 112, LAP4 TOR yeast 108 and CIT2-GFP yeast 109.
`COc1ccc(-n2c(N3CCN(C)CC3)nc3sc4c(c3c2=O)CCCCC4)cc1` gave VLA-4 inh 10, GRK2 inh 0, JMJD2C inh -2, AGP1 TOR yeast 104, RPL19A TOR yeast 105, MEP2-GFP yeast 107, LAP4 TOR yeast 116 and CIT2-GFP yeast 102.
COc1ccc(OC2CCN(S(=O)(=O)c3ccc(OC)cc3)CC2)cc1 was read as VLA-4 inh 4, GRK2 inh 2, JMJD2C inh 4, AGP1 TOR yeast 87, RPL19A TOR yeast 102, MEP2-GFP yeast 111, LAP4 TOR yeast 102 and CIT2-GFP yeast 95.
For CC1(c2nnc(-c3ccc(F)cc3)o2)CC(c2ccc([N+](=O)[O-])cc2)=NO1 (stereo unspecified) the results were VLA-4 inh -11, GRK2 inh 3, JMJD2C inh 1, AGP1 TOR yeast 91, RPL19A TOR yeast 107, MEP2-GFP yeast 97, LAP4 TOR yeast 114 and CIT2-GFP yeast 87.
`CCc1[nH]nc(C(=O)NC2CCCc3c2cnn3-c2cc(C)cc(C)c2)c1C` (stereo unspecified) gave VLA-4 inh 10, GRK2 inh 0, JMJD2C inh 10, AGP1 TOR yeast 99, RPL19A TOR yeast 95, MEP2-GFP yeast 94, LAP4 TOR yeast 98 and CIT2-GFP yeast 91.
`Cc1ccc(NC(=O)/C(C#N)=C/c2ccsc2)c(C)c1` gave VLA-4 inh 0, GRK2 inh 0, JMJD2C inh 3, AGP1 TOR yeast 103, RPL19A TOR yeast 97, MEP2-GFP yeast 106, LAP4 TOR yeast 100 and CIT2-GFP yeast 90.
Screening O=C1C(NS(=O)(=O)c2ccc(Cl)cc2)=C(N2CCCCC2)C(=O)c2ccccc21 returned VLA-4 inh -8, GRK2 inh 1, JMJD2C inh 9, AGP1 TOR yeast 104, RPL19A TOR yeast 111, MEP2-GFP yeast 101, LAP4 TOR yeast 88 and CIT2-GFP yeast 106.
`CC(=O)N1CCc2cc(S(=O)(=O)NCCC(=O)Nc3cccc(C)c3)ccc21` gave VLA-4 inh 4, GRK2 inh 6, JMJD2C inh -1, AGP1 TOR yeast 104, RPL19A TOR yeast 104, MEP2-GFP yeast 99, LAP4 TOR yeast 117 and CIT2-GFP yeast 103.
For COc1ccc(C2OC(=O)CC2C(=O)NCc2ccc(C)cc2)cc1OC (stereo unspecified) the results were VLA-4 inh 4, GRK2 inh 0, JMJD2C inh -1, AGP1 TOR yeast 102, RPL19A TOR yeast 104, MEP2-GFP yeast 112, LAP4 TOR yeast 93 and CIT2-GFP yeast 107.
`O=C(Nc1ccc2nc3ccccc3nc2c1)c1ccc(Br)cc1` gave VLA-4 inh -48, GRK2 inh 0, JMJD2C inh 2, AGP1 TOR yeast 99, RPL19A TOR yeast 97, MEP2-GFP yeast 106, LAP4 TOR yeast 98 and CIT2-GFP yeast 102.
COc1ccc(S(=O)(=O)N2CCC3(CC2)CC(=O)c2ccccc2O3)cc1C was read as VLA-4 inh 5, GRK2 inh 0, JMJD2C inh 0, AGP1 TOR yeast 108, RPL19A TOR yeast 107, MEP2-GFP yeast 104, LAP4 TOR yeast 99 and CIT2-GFP yeast 107.
O=C(O)CC1c2ccccc2CCN1S(=O)(=O)c1cccs1 (stereo unspecified) was read as VLA-4 inh -255, GRK2 inh 0, JMJD2C inh 0, AGP1 TOR yeast 116, RPL19A TOR yeast 76, MEP2-GFP yeast 106, LAP4 TOR yeast 119 and CIT2-GFP yeast 107.
For CCCCCCC[N+](CC)(CC)CCCCc1ccc(Cl)cc1 the results were VLA-4 inh 0, GRK2 inh 0, AGP1 TOR yeast 83, RPL19A TOR yeast 103, MEP2-GFP yeast 97, LAP4 TOR yeast 100 and CIT2-GFP yeast 74.

Screening data: PubChem BioAssay, several laboratories
